NPY-Y2 PAM-ag: potentiates or activates human NPY-Y2 receptor; cells expressing NPY-Y2, potentiator/agonist read-out; activation, % at 3.6 µM; 220,000 tested, 0.45% active; in the data active = activation above about 27%;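 also: cells stimulated with NPY near EC25 plus isoproterenol at EC100; 0% = vehicle plus submaximal agonist and 100% = vehicle plus saturating agonist; some results beyond the cut were filed as inactive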
EP2 mod: EP2 receptor (human) modulation | P43116 | EP2-expressing cells, cAMP HTRF FRET, PGE2 co-stimulation | induction, % at 25 µM | 260,000 tested, 0.83% active | AID 940;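 active = compounds whose cAMP rise, as percent of the full-agonist control response, exceeds 60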;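 also: rat C6 glioma line stably carrying human EP2 under a CMV promoter; the protocol text gives 20 µM as final concentration; 100% = response of wells given 1 µM PGE2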
S1P4 antagonist: human S1P4 receptor antagonism; O95977; S1P4-expressing cells, antagonist mode, reporter read-out; inhibition, % at 4.98 µM; 220,000 tested, 0.26% active; AID 1510; in the data active = inhibition above about 29%;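 also: 0% = wells stimulated with agonist and 100% = vehicle wells without agonist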
NPY Y1 blocker: antagonists of human neuropeptide Y receptor Y1; 200,000 tested, 1% active; AID 1040; inhibition, % at 3.6 µM; P25929; HEK293-CNG Y1 cells, membrane potential fluorescence; NPY at EC95, then isoproterenol;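 active = inhibition above the campaign mean inhibition of all tested compounds plus 3 SD, cut at about 20% in these data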;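 also: 0% = DMSO wells given NPY plus isoproterenol and 100% = isoproterenol alone without NPY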
Target sequence (P25929 whole entry, looked up): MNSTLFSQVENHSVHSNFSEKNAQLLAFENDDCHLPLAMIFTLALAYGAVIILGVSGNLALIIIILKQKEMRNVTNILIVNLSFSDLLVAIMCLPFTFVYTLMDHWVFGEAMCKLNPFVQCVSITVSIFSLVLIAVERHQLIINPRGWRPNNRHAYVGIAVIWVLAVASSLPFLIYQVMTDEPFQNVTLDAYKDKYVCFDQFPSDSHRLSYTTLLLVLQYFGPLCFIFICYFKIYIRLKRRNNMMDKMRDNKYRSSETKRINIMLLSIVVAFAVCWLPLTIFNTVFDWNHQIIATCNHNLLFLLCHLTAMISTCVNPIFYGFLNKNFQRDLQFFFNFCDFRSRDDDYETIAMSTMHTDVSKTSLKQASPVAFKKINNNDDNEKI
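Assay system: HEK293 cells with Y1 receptor plus CNG channel | Probe or stimulus: NPY (25 nM), isoproterenol (1 µM), Ro 20-1724 (25 µM) | Timing: Compound incubation 1 h at room temperature, readout 45 min post-stimulation | Measured by: Membrane-potential fluorescent dye readout | Benchmarks: High control isoproterenol alone, low control NPY with isoproterenol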
CHOP inh: inhibitors of CHOP induction in ER stress response; inhibition, % at 10 µM; CHO-K1 CHOP-promoter luciferase, tunicamycin-induced, 15-18 h; AID 2732; 220,000 tested, 3.8% active;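 active = compounds that reduced the stress-induced luciferase reporter signal by more than about 70% of percent inhibition, limit read from the data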;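 also: 0% = tunicamycin plus vehicle and 100% = wells without tunicamycin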
zfTRPN1 agonist: agonists of zebrafish TRPN1 channel. HEK293 zebrafish TRPN1-YFP, Fluo-8 calcium fluorescence; 100% = response to 87 µM carbachol. 220,000 tested, 0.18% active. activation, % at 3 µM;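 active = activation above its plate's cutoff, the mean activation of test wells on that plate plus 3 SD, cut at about 19% in these data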;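 also: 0% = DMSO alone and 100% = 87 µM carbachol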
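Control set: carbachol 87 µM as high control, DMSO as low control; system: HEK293 stable line with zebrafish TRPN1-YFP; read-out: % activation versus carbachol response; detection: intracellular calcium fluorescence with Fluo-8; doses: single test compound dose, 3 µM nominal, 0.3% DMSO; schedule: dye 1 h 37 °C plus 30 min RT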
NPY1 pot ag: human NPY-Y1 potentiation or agonism, primary screen | NPY-Y1 expressing cells, potentiator/agonist activation | activation, % at 3.6 µM | 220,000 tested, 0.37% active; in the data active = activation above about 33%, passing the limit was not always enough;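 also: cells stimulated with NPY at EC10 then isoproterenol at EC100; 0% = low agonist plus stimulus and 100% = saturating agonist plus stimulus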
TRPML3 agonist: agonists of human TRPML3 channel; Q8TDD5; HEK293 TRPML3-YFP, Fluo-8 calcium fluorescence; 100% = the carbachol control signal; activation, % at 3 µM; 220,000 tested, 0.29% active; AID 1448;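 active = activation above its plate's cutoff, the mean activation of the plate's test wells plus 3 SD, cut at about 12% in these data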;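 also: 0% = DMSO only wells and 100% = carbachol wells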
Target sequence (Q8TDD5 whole entry, looked up): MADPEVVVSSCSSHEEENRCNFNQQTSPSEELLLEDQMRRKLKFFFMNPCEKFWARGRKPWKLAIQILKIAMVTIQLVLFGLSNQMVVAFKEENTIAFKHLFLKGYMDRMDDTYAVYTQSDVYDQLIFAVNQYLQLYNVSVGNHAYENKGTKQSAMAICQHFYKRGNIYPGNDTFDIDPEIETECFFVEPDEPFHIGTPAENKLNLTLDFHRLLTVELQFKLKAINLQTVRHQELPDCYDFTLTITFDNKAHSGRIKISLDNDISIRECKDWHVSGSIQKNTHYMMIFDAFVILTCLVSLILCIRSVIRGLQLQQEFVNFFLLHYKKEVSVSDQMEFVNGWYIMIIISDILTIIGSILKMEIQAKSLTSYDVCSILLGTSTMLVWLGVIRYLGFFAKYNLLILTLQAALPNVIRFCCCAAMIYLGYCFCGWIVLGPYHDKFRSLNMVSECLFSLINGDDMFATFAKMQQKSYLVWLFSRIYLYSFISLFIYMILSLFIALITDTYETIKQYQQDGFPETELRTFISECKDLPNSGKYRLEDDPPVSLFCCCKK
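Test system – HEK293 line with stable expression of human TRPML3-YFP channel · Control set – carbachol 87 µM final as high control (100%), DMSO as low control (0%) · Signal – Fluo-8 calcium dye fluorescence, ex 470-495, em 515-575 nm · Incubation – 1-h 37 °C dye load, 5-s basal, 120-s post-compound reads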
S1P4 agonist: agonists of human S1P4 receptor. 220,000 tested, 0.35% active. activation, % at 4.98 µM. AID 1509. O95977. S1P4-expressing cell line, agonist reporter assay; in the data active = activation above about 11%;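 also: 0% = DMSO vehicle and 100% = reference agonist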
Numbers without * were called inactive; . = not tested or not shown; & = joins results of further samples. Compounds were not picked by outcome; any-hit rate near 6.5%.

SMILES	NPY-Y2 PAM-ag	EP2 mod	S1P4 antagonist	NPY Y1 blocker	CHOP inh	zfTRPN1 agonist	NPY1 pot ag	TRPML3 agonist	S1P4 agonist
CS(=O)(=O)CCC(C(=O)OCc1ccc(Br)cc1)N1C(=O)c2ccccc2C1=O (configuration not stated)	-1	8	-11	-1	34	2.2	-5	0.0	1.3
Cc1ccc(Oc2ccc(OCC(=O)NC(CC(C)C)C(=O)O)cc2)cc1 (configuration not stated)	0	21	-14	13	-12	0.3	-8	0.3	1.8
CCN(CC)C(=O)c1sc(NC(=O)c2c(OC)cccc2OC)c(C#N)c1C	-3	17	-12	-3	-2	0.3	4	0.2	-0.3
O=C(CSc1nc2c(cnn2-c2ccc(F)cc2)c(=O)[nH]1)N1CCCCCC1	5	38	-10	0	-6	-0.6	17	0.3	5.7
C/C(=N/NC(=O)CNC(=O)c1ccccc1)c1ccc(C)cc1	-3	5	-5	8	7	-0.3	0	1.3	-0.6
CCc1cccc(C)c1NC(=S)NCc1ccc2[nH]c(C)cc2c1	14	-42	-2	-5	22	-2.1	19	0.1	0.5
COC(=O)c1cc(C#N)c(N2CCN(C)CC2)nc1C	8	-6	-6	1	0	-0.7	-6	1.4	1.3
O=c1cc(-c2c(O)c3ccccc3n(Cc3ccccc3)c2=O)[nH][nH]1	10	6	-6	1	-9	-0.4	19	0.4	-0.3
Cc1ccc(-c2ccc(CCC(=O)O)n2NC(=O)c2cccs2)cc1	-10	-19	-26	4	-21	1.3	-18	-0.3	1.2
Cc1ccc(-n2cnc3c(sc4nc(N5CCOCC5)c5c(c43)CCCC5)c2=O)cc1	-4	19	-14	.	-8	1.1	-15	0.6	-0.8
CCSC1=C(C#N)C(c2ccc(Cl)cc2)C2=C(CCCC2=O)N1 (configuration not stated)	22	-3	6	-11	64	-1.8	27	-1.1	1.2
CCOc1ccc(N2CC(C(=O)NCCc3ccc(OC)c(OC)c3)CC2=O)cc1 (configuration not stated)	-7	6	-3	5	19	-0.3	-5	-0.4	-2.3
COc1ccccc1NC(=S)NCc1cccnc1	1	15	0	-5	22	-0.8	-4	0.0	0.4
O=C(CSC1=NNC(c2ccccn2)S1)Nc1ccc(C(F)(F)F)cc1 (configuration not stated)	19	-31	20	.	73*	0.4	8	0.7	-0.8
Cc1ccccc1Oc1nc2c(C)cccn2c(=O)c1/C=C(\C#N)C(=O)Nc1c(C)n(C)n(-c2ccccc2)c1=O	-4	19	-10	5	25	-0.4	-15	0.0	2.0
O=c1cc(CSCc2ccc(Cl)cc2)[nH]c(=O)[nH]1	-16	13	-7	.	0	-0.5	3	0.5	0.6
NC(N)=NS(=O)(=O)c1ccc(NC(=S)NC(=O)c2ccc3c(c2)OCO3)cc1	12	-75	-12	0	-17	1.4	-7	0.1	3.1
CCOC(=O)CSc1ncc(-c2cccc(Cl)c2)cn1	-25	1	-2	-1	32	-1.4	-11	-0.4	-1.4
O=C(CCCN1C(=O)CCC1=O)Nc1ccc2c(c1)OCCO2	-14	1	-13	0	-1	-1.1	0	0.8	-3.0
COc1ccc(CNS(=O)(=O)NCc2ccccc2)cc1OC	-2	5	-10	-2	14	1.9	12	0.7	0.3
Clc1ccc(Cn2c(CN3CCCC3)nc3ccccc32)cc1	-1	41&45	7	8	15&-17	-0.6	-18	-0.4	1.3
COc1ccc(-c2nnc(SCC(=O)N3CCCC3)o2)cc1OC	2	12	5	4	.	0.7	-7	1.0	0.9
O=C(CSc1c2c(nc3cc(Cl)ccc13)CCCC2)NCc1ccco1	1	14	17	-4	12	-0.7	-6	-0.6	-1.4
CCn1c(Cc2ccc(OC)cc2)nnc1SCC(=O)Nc1cccc(C(=O)OC)c1	9	-10	-8	0	20	-1.7	1	-0.2	1.0
COc1ccc(OCc2cccc(C(=O)Nc3ccc(CN4CCCCC4)cc3)c2)cc1	-14	-28	3	15	9	2.3	-4	1.4	1.0
O=C(Nc1ccccc1)OC1CC2CC1C1CCCC21 (configuration not stated)	1	-21	-22	3	-16	-0.3	8	0.8	-2.2
CCCNC(=O)CC(NS(=O)(=O)c1ccc(OC)cc1)c1ccco1 (configuration not stated)	1	20	-12	7	13	-0.6	9	0.8	-0.7
CC(NC(=O)C(CC(=O)OC(C)(C)C)NC(=O)OC(C)(C)C)C(N)=O (configuration not stated)	-5	-3	-8	-1	22	1.2	-15	0.5	0.0
Cc1cccn2c(/C=N/OCc3cccc(F)c3)c(-c3ccc(Cl)cc3)nc12	-21	3	10	1	12	0.9	-21	0.0	-0.1
CCC(=O)N1CCN(c2cc(N3CCN(C)CC3)c(F)cc2[N+](=O)[O-])CC1	5	12	-8	-1	5	1.2	-11	1.1	0.3
COc1ccc(C(=O)CSc2nnc(-c3ccc(S(=O)(=O)N4CCOCC4)cc3)o2)cc1	0	13	-9	-1	-9	0.2	-14	1.0	-0.3
CCOc1ccc(C2=NNC(c3cccs3)=Nc3ccc(OC)cc32)cc1OCC	-19	32	-25	4	26	-2.4	-12	0.1	1.8
CCOC(=O)COc1cc2c3c(c(=O)oc2cc1C)CCCC3	-8	54	-9	5	-8	-0.9	-12	-0.4	-0.9
CC(=O)Nc1ccc(C(=O)CSc2nnnn2C(C)C)cc1	-6	11	-2	4	28	1.1	5	0.8	0.2
CCCCN1C(=O)CCC(C(=O)O)C1c1ccc(OC)cc1 (configuration not stated)	1	16	13	1	-13	-0.1	12	1.1	0.7
CC(C)(C)NC(=O)NC(=O)COC(=O)Cc1c(Cl)cccc1Cl	-11	-19	-5	5	25	-1.2	9	0.5	1.0
O=C(CSc1ccc2ccccc2n1)N1CCC(c2noc3ccc(F)cc23)CC1	-13	-69	0	3	35	-0.1	-36	0.5	0.1
CCOC(=O)CN1C(=O)C(Sc2n[nH]c(-c3cccc(C)c3)n2)CCc2ccccc21 (configuration not stated)	1	35	7	2	45	-2.3	9	-0.8	1.2
Cc1nc(NCc2ccco2)nc2c1C(=O)CC(C)C2 (configuration not stated)	-9	7	-16	1	20	0.1	-19	-0.2	0.2
CN(c1ccccc1)c1nc(-n2ccnc2)nc(-n2ccnc2)n1	-7	26	-11	5	4	-0.5	2	0.2	-0.4
Cc1cc(C)c(C)c(OCC(=O)NCc2nc(-c3ccccc3)no2)c1	-23	22	-10	18	86*	-1.8	-25	0.0	-1.1
Cc1nc2ccccn2c1C(=O)N/N=C/c1ccc(CNC(=O)C(=O)Nc2ccccc2)o1	3	5	-14	5	7	-1.1	-23	-1.1	-2.5
CCCCCCCC1(C)NC(=O)N(c2ccccc2)N1 (configuration not stated)	1	2	-17	7	69	-0.7	8	0.5	0.5
COc1cccc(OCCOCCOc2ccc(C)cc2[N+](=O)[O-])c1	-13	-55	-2	3	16	-0.3	-24	-0.3	0.5
COc1ccccc1/C=C/C=N/n1c(-c2ccco2)n[nH]c1=S	-6	5	-1	.	19	-2.0	-3	-1.1	0.3
CC(=O)OCC(OC(C)=O)C(OC(C)=O)C(OC(C)=O)C(=O)Nc1cccc(C)c1 (configuration not stated)	-12	19	-10	.	25	-0.7	17	-0.7	0.5
Cc1nn(C(C)C(=O)NC2C(=O)N3C(C(=O)O)=C(CSc4nnnn4C)CSC23)cc1Cl (configuration not stated)	-3	26	-7	0	4	-0.9	8	0.2	0.5
COC(=O)c1ccc(C)c(NC(=O)CN(c2cc(OC)ccc2OC)S(C)(=O)=O)c1	7	-18	7	3	-29	1.3	-3	-0.5	2.7
COc1cccc(CNCCNC(=O)c2nonc2N)c1	1	28	4	5	-30	0.6	13	0.6	0.3
CC1(C)CC(=O)C(C(=S)Nc2ccc(F)cc2)=C(NCCN2CCOCC2)C1	-2	12	-10	1	13	1.2	-7	0.6	0.9

Entries above with two or more sulfur atoms:
SMILES	NPY-Y2 PAM-ag	EP2 mod	S1P4 antagonist	NPY Y1 blocker	CHOP inh	zfTRPN1 agonist	NPY1 pot ag	TRPML3 agonist	S1P4 agonist
O=C(CSC1=NNC(c2ccccn2)S1)Nc1ccc(C(F)(F)F)cc1 (configuration not stated)	19	-31	20	.	73*	0.4	8	0.7	-0.8
NC(N)=NS(=O)(=O)c1ccc(NC(=S)NC(=O)c2ccc3c(c2)OCO3)cc1	12	-75	-12	0	-17	1.4	-7	0.1	3.1
COc1ccc(C(=O)CSc2nnc(-c3ccc(S(=O)(=O)N4CCOCC4)cc3)o2)cc1	0	13	-9	-1	-9	0.2	-14	1.0	-0.3
Cc1nn(C(C)C(=O)NC2C(=O)N3C(C(=O)O)=C(CSc4nnnn4C)CSC23)cc1Cl (configuration not stated)	-3	26	-7	0	4	-0.9	8	0.2	0.5

Additional results follow.
SMILES	NPY-Y2 PAM-ag	EP2 mod	S1P4 antagonist	NPY Y1 blocker	CHOP inh	zfTRPN1 agonist	NPY1 pot ag	TRPML3 agonist	S1P4 agonist
COCCOC(=O)c1[nH]c2c(c1C)C(=O)CC(c1cccs1)C2 (configuration not stated)	1	-34	-20	1	-8	-1.0	-2	0.7	-0.1
COc1ccc(N)cc1C#N	11	-2	-85	9	-20	1.1	4	0.1	3.3
Cc1cc(CNC(=O)COc2ccc(C)c(C)c2)c2ccccc2n1	3	-81	-12	-1	2	0.4	-5	2.4	1.3
O=C(Oc1ccc2c(c1)OCC2=O)c1ccccc1	-16	4	0	0	24	-0.8	-7	0.2	1.6
Cc1ccc(C(=O)NC2CCCc3ccccc32)o1 (configuration not stated)	0	-16	-16	-10	14	0.7	-20	1.1	-1.4
COCCCNC(=O)CC1C(=O)N(Cc2ccccc2)C(C)c2nc3ccccc3n21 (configuration not stated)	2	4	-15	2	-6	0.2	3	1.1	-0.8
COc1ccc(OC)c(S(=O)(=O)NC2CCCCC2)c1	-12	7	-7	0	15	-0.2	-5	-0.2	2.2
Cn1cnnc1Sc1ccc(/C=C(\CC(=O)O)c2nc3ccccc3s2)cc1[N+](=O)[O-]	-10	-5	-3	.	-4	-0.3	0	1.2	-1.3
CCOc1ccc(CN2CCN(CCCn3cccn3)CC2CCO)cc1 (configuration not stated)	-4	19	-12	5	-1	-1.1	-17	-0.6	-2.2
COC(=O)C(CC(=O)c1ccc(Cl)cc1)c1ccc(C)cc1 (configuration not stated)	-10	-17	-1	4	55	-1.6	8	-0.5	-1.1
CN1CCN(CCCNC(=O)c2ccc(/C=C3/Sc4ccccc4N(Cc4cccc(Cl)c4)C3=O)cc2)CC1	-29	-1	-9	3	-5	2.7	-21	1.2	1.5
CC[n+]1ccc(C)c2cc(SC(F)(F)F)ccc21	2	8	-11	2	11	2.6	17	0.8	1.2
CN(C)S(=O)(=O)c1cccc(C(=O)Nc2ccc(N3CCOCC3)cc2)c1	6	16	-3	.	14	1.1	15	1.2	1.0
CCOC(=O)/C(=N/Nc1ccccc1)N1CCCc2ccccc21	-3	-26	-8	3	10	1.0	-28	0.0	4.5
O=C(Nc1cc(C(F)(F)F)ccc1N1CCOCC1)c1cccnc1	-7	12	-8	-3	0	1.9	-1	0.5	2.6
